proCasp7 act: counter-screen for procaspase-3 activators: activators of human procaspase-7 | recombinant procaspase-7, Ac-DEVD-pNA absorbance 405 nm; D23A/D198A/D206A triple mutant, cannot self-cleave; scale: DMSO 0, 5 µM enzyme 100 | P55210 | activation, % at 8.5 µM | hit rate 0.093% among 330,000;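 active = percent activation above the screen-wide mean plus 3 SD, cut at about 25% in these data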
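System: Procaspase-7 triple mutant (PC-7 D3A); measure: % activation from two-timepoint absorbance difference, scaled to controls; times: 1 h compound preincubation, 2 h substrate cleavage, 25 °C; also added: Ac-DEVD-pNA substrate, 400 µM as added; measured by: Epi-absorbance of released pNA at 405 nm, two timepoints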
VLA-4 inh: inhibition in a human VLA-4 binding assay; P13612; VLA-4 expressing cells, ligand binding flow cytometry; inhibition, % (about 7 µM as worked out from the volumes in the protocol); hit rate 0.2% among 330,000; AID 2557; in the data active = inhibition above about 50%
PP1 inh: blocks human PP1-alpha phosphatase, a PP5 counter-screen. P62136. purified PP1alpha, OMFP fluorescence. inhibition, % at 6.7 µM. hit rate 0.9% among 320,000. AID 2235;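 active = inhibition above the mean inhibition of all tested compounds plus 3 SD, computed separately for each screening campaign, cut at about 15% in these data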
proCasp3 act: activates human procaspase-3; hit rate 0.11% among 330,000; P42574; activation, % at 8.5 µM; recombinant procaspase-3 D3A, Ac-DEVD-pNA absorbance 405 nm;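 active = activation above the mean of all tested compounds plus 3 SD, cut at about 21% in these data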;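 also: 0% = DMSO alone and 100% = DMSO wells spiked with extra 5 µM PC-3 D3A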
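assay system = Procaspase-3 D3A mutant | signal = absorbance at 405 nm, 0 and 120 min | times = 1 h preincubation plus 2 h reaction at 25 °C | repeats = single replicate | read-out = % activation between DMSO and enzyme-spiked controls | medium = Zinc-free HEPES saline buffer with Triton X-100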
Fh CTSL1 inh: blocks F. hepatica cathepsin L1 in PFM18AAP counter-screen; recombinant F. hepatica cathepsin L1, Z-Leu-Arg-MCA fluorescence; inhibition, % at 5.96 µM; hit rate 0.49% among 300,000; AID 1906;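 active = inhibition above the mean of all tested compounds plus 3 SD, set per screening campaign, cut at about 17% in these data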;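 also: 0% = plate median of test compound wells and 100% = 1 µM Z-Phe-Ala-diazomethylketone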
JMJD2C inh: human JMJD2C demethylase inhibition; Q9H3R0; GST-JMJD2C(1-420) H3K9me3 demethylation, DELFIA europium; inhibition, % at 2.35 µM; hit rate 0.069% among 330,000;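 active = more than half of a compound's replicate wells show inhibition beyond 50%, single wells judged on their own value; inconclusive = some, but no more than half, of replicates pass 50% inhibition; inactive = no replicate passes 50% inhibition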;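 also: signal counts dimethyl H3K9 product captured on neutravidin plate; 0% = median of DMSO wells and 100% = 0.3 times that DMSO median; strong numbers were not always called active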
Target sequence (Q9H3R0 1-420 limits assumed): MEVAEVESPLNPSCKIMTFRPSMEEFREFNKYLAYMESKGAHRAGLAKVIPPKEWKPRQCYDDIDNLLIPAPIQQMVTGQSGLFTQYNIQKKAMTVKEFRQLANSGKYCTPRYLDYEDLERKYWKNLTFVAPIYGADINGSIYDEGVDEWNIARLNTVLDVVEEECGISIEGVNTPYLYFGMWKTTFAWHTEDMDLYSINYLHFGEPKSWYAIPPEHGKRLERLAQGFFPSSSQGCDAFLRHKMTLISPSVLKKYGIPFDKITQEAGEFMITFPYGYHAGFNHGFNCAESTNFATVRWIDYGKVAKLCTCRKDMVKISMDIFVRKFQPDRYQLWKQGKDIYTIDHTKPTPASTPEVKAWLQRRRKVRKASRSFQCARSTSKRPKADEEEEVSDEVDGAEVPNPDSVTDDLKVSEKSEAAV
HCV core dimer: HCV core protein dimerization inhibition; inhibition, % at 5 µM; TR-FRET GST/Flag-core106 dimerization, 1536-well; hit rate 0.33% among 300,000;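 active = inhibition above the mean of all tested compounds plus 3 SD, set per screening campaign, cut at about 45% in these data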
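Assay system – GST-tagged and Flag-tagged HCV core protein residues 1-106 · Quantity – core106 proteins, GST 13.5 nM and Flag 17 nM · Benchmarks – unlabelled core106 and no-GST-core106 wells · Read-out basis – percent inhibition of core106 dimerization signal · Detection – time-resolved FRET, ex 340 nm, em 617 and 671 nm · Schedule – 4 h at 22.5 °C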
PP5 inh: inhibitors of human protein phosphatase 5 (PP5); P53041; purified PP5c, OMFP substrate fluorescence; inhibition, % at 6.7 µM; hit rate 0.18% among 320,000; AID 1987;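 active = inhibition above the campaign's mean inhibition across all tested compounds plus 3 SD, cut at about 9.5% in these data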;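 also: 0% = DMSO only and 100% = 100 µM cantharidin control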
Target sequence (P53041 whole entry, looked up): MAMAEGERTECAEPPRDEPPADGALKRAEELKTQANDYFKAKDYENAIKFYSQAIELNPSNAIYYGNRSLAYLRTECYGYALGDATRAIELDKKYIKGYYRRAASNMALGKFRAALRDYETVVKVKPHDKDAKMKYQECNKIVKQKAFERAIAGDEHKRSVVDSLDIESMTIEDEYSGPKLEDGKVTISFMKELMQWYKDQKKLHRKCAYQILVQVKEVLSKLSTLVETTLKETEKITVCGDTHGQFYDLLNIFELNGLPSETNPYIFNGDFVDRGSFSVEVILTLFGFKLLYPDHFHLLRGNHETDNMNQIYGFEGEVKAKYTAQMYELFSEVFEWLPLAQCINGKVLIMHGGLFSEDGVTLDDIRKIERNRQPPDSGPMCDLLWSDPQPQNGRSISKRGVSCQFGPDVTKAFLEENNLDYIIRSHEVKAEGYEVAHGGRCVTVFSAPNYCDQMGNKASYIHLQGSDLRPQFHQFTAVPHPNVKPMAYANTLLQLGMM
GRK2 inh: human GRK2 inhibition via aptamer displacement. inhibition of aptamer binding, % at 10 µM. P25098. bead flow cytometry, FAM-aptamer displacement from GRK2. AID 488847. hit rate 0.59% among 330,000;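 active = inhibition of aptamer binding above 40%, roughly 3 SD of noise, on plates passing a quality check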;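 also: median bead fluorescence of bound FAM aptamer so fluorescent compounds give negative values; no value below 0 was filed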
* = called active by the depositor; ? = inconclusive; . = not tested or not shown.

SMILES	proCasp7 act	VLA-4 inh	PP1 inh	proCasp3 act	Fh CTSL1 inh	JMJD2C inh	HCV core dimer	PP5 inh	GRK2 inh
CC(=O)c1c(C)[nH]c(C(=O)COC(=O)c2cc(C)oc2C)c1C	-2	12	-5	3	.	2	.	3.1	2
CN(C(=O)CSc1nnc(-c2ccncc2)n1Cc1ccccc1)C1CCS(=O)(=O)C1 (stereo not drawn)	0	5	5	-4	-1	-5	-4	0.3	0
CS(=O)(=O)n1nc(OC(=O)c2cc(Br)ccc2Cl)cc1N	-25	5	-3	-8	1	-1	-3	-0.1	4
Cc1cc(Cl)ccc1OC(C)C(=O)OCC(=O)c1ccc[nH]1 (stereo not drawn)	-11	2	.	-3	.	25	.	.	4
Nc1c(C(=O)OCC(=O)NCc2ccccc2)[nH]c(=O)[nH]c1=O	-5	16	-2	-4	5	18	-3	-2.7	0
COC(=O)c1ccc(NC(=O)CSCc2ccc(C)cc2)cc1	3	-4	-1	0	0	-2	1	3.7	0
O=C(COC(=O)c1ccccc1)Nc1ccc(Cl)cn1	1	7	-2	-1	-5	-4	-3	-0.9	2
COc1ccc2c(c1OC)C(=O)N(c1nc(SC)n[nH]1)C2=O	-3	34	5	8	0	-25	-1	1.7	0
Cc1ccc(NC(=O)COC(=O)COc2cccc3c2OC(C)(C)C3)c(C)c1	4	7	-5	1	0	-6	-6	1.0	0
CC1=C(C(=O)OC(C)C)C(c2cccs2)NC(=S)N1 (stereo not drawn)	-3	28	1	3	3	2	7	2.9	1
Cc1nc(Nc2ccc(Cl)cc2)c(C#N)c(=O)[nH]1	1	11	-2	2	0	4	-4	-2.2	4
C(=N\n1cnnc1)/c1ccc(N2CCOCC2)cc1	-4	12	1	6	0	-1	0	1.1	0
C=CCn1c(SCc2c(F)c(F)c(F)c(F)c2F)nc(O)cc1=O	8	-6	3	1	-5	-2	0	-1.6	0
Cc1ccc(C)c(-n2c(CNC(=O)c3ccco3)nnc2SCC(=O)N2CCc3ccccc32)c1	0	3	2	-13	14	13	14	4.0	37
COC(=O)C(Cc1ccccc1)NC(=O)c1cc(=O)[nH]c2ccccc12 (stereo not drawn)	-13	-5	0	-2	-3	-14	4	1.4	0
COc1ccc(/C(C)=N/N=C(\C)c2ccc(OC)cc2OC)c(OC)c1	0	10	-4	6	-1	2	5	3.6	1
Cc1[nH]c2ccccc2c1C(=O)C(C)OC(=O)c1ccc([N+](=O)[O-])o1 (stereo not drawn)	5	7	4	11	-12	-12	-7	3.6	1
CC1CCN(C(=O)c2ccc(N3CCOCC3)c([N+](=O)[O-])c2)CC1	8	19	.	4	.	-12	.	.	2
COc1ccccc1-n1cnc2cc(NCc3ccccc3O)ccc21	-1	-2	3	-4	-1	-24	-8	2.1	2
CCOC(=O)c1sc(NC(=O)CSc2nc(C)cc(C)n2)c(C#N)c1C	3	8	-2	5	0	1	5	6.6	0
Cc1ccc(C(=O)N2CCN(c3ccc(NC(=S)NC(=O)Cc4ccccc4)cc3)CC2)cc1	-4	1	14	-2	1	-2	18	1.8	1
Fc1cc(Cl)c(OCc2noc(-c3ccsc3)n2)c(Cl)c1	4	15	-1	7	-3	-2	1	-0.5	0
COc1ccc(NC(=O)C(F)(F)F)cc1OC	-5	10	2	-4	0	-3	-6	2.8	0
COc1ccc(CN2CCSCC2)cc1C	9	-36	2	-3	6	13	2	-1.0	0
CCC1C(=O)c2ccccc2N(C)C1=O (stereo not drawn)	-5	-1	-4	-10	-6	5	-6	-7.9	0

One compound at a time, from the list above. Values in the order: proCasp7 act | VLA-4 inh | PP1 inh | proCasp3 act | Fh CTSL1 inh | JMJD2C inh | HCV core dimer | PP5 inh | GRK2 inh
Entry for COc1ccc(NC(=O)C(F)(F)F)cc1OC : -5 | 10 | 2 | -4 | 0 | -3 | -6 | 2.8 | 0
Entry for Nc1c(C(=O)OCC(=O)NCc2ccccc2)[nH]c(=O)[nH]c1=O : -5 | 16 | -2 | -4 | 5 | 18 | -3 | -2.7 | 0

More structures follow:
SMILES	proCasp7 act	VLA-4 inh	PP1 inh	proCasp3 act	Fh CTSL1 inh	JMJD2C inh	HCV core dimer	PP5 inh	GRK2 inh
COc1ccccc1CCc1nnc(CCC(=O)N(C)Cc2cccc3ncccc23)o1	7	6	-1	11	-1	-17	4	1.1	0
COC(=O)C(NC(=O)c1ccccc1)=C1C=C(C)OC(C)=C1	-4	9	-6	-3	5	3	-12	-0.4	2
COc1ccc(S(=O)(=O)NC(C)C(=O)Nc2ccc3c(c2)OCO3)cc1OC (stereo not drawn)	3	-1	-5	-2	7	-1	7	1.2	5
O=C(NCc1ccc(Cl)cc1)c1cc2ccccn2n1	13	-5	-4	-2	-4	3	7	1.6	4
CC(NC(=O)c1ccccc1Cl)C(=O)N1CCN(Cc2ccc3c(c2)OCO3)CC1 (stereo not drawn)	-1	2	-3	0	.	.	.	-1.3	0
COc1cccc2c1C(=O)c1c(O)c3c(c(O)c1C2=O)C[C@@](O)(C(=O)CO)C[C@@H]3O[C@H]1C[C@H](N)[C@@H](O)[C@H](C)O1	5	-344	-2	3	5	-21	-23	-0.4	14
CC1(C)CC(NC(=O)c2cc(COc3cccc(C(F)(F)F)c3)on2)CCO1 (stereo not drawn)	0	3	-1	3	0	6	5	0.4	2
COc1cccc(N(C(=O)Cn2nnc(-c3cccs3)n2)C(C(=O)NC(C)C)c2ccc(C)o2)c1 (stereo not drawn)	-1	10	0	0	-3	11	5	2.3	4
O=C(Cn1ccc(NC(=O)OCc2ccccc2)nc1=O)NCCCn1ccnc1	-2	12	-5	-4	.	-3	.	0.9	0
Cc1cc2nc3n(c2cc1C)CC1CC(C(=O)NCc2cccc(C(F)(F)F)c2)N(C)C31 (stereo not drawn)	0	2	1	-2	-2	?	0	-0.8	4
Cc1cc2nnc(SCc3ccccc3)n2c(N)n1	6	12	2	1	2	-4	-2	0.2	0
CC1=[N+](C)N(c2ccccc2)C(=O)C1N=C/C=C/c1ccccc1 (stereo not drawn)	2	-7	5	-17	-3	12	5	1.1	6
CCc1ccc(NC(=O)CSc2nc3nc(C)cc(C)n3n2)cc1	-5	-3	-8	3	-1	3	-17	2.0	0
C=CCn1c(Cc2cccs2)nnc1SCC(=O)Nc1cccc(OC)c1	0	7	-3	-1	-2	4	3	2.5	0
COc1cc(O)c(C(CC(=O)N2CCN(c3ccccc3)CC2)c2cc(OC)c(OC)c(OC)c2)c(OC)c1 (stereo not drawn)	-2	-1	-3	2	-2	0	10	3.0	0
Cc1onc(-c2c(Cl)cccc2Cl)c1C(=O)N1CCOCC1	2	-9	-2	6	6	1	12	0.7	0
OC(CN(c1ccccc1)c1ccccc1)Cn1cnc2ccccc21 (stereo not drawn)	4	6	5	-2	-2	-15	-6	6.8	0
Cc1ccc(/C=C/C(=O)c2c(C)cc(C)[nH]c2=O)cc1	2	2	3	3	10	-5	3	-2.5	1
O=C(NC(=S)NC(CO)c1ccccc1)c1ccc(F)cc1 (stereo not drawn)	0	6	-4	-2	0	-21	-3	2.1	0
O=C(Nc1ccc2nc3n(c(=O)c2c1)CCCCC3)c1ccccc1Cl	-8	15	-2	5	-6	6	-1	-0.7	0
CN(C)S(=O)(=O)c1cccc(C(=O)NCC2CCCCC2)c1	3	11	-2	11	1	0	-7	3.3	1
O=C1NC[C@H](CC2CCCCC2)N(CC2CCCCC2)C1=O	11	35	6	16	-4	-3	-4	2.0	0
CSCC[C@H](NC(=O)COc1ccc(Cl)cc1)C(=O)N1CCC2(CC1)NCCc1[nH]cnc12	6	14	-4	3	-3	-4	-5	1.4	7
Cc1ccccc1Nc1scc(-c2ccc(Br)cc2)[n+]1-c1ccccc1C	9	11	4	6	0	1	-5	2.0	0
CC(=O)NC12CC3CC(C1)CC(C(=O)NCC(=O)Nc1c(C)cc(C)cc1C)(C3)C2	2	-6	0	4	.	10	.	2.0	10
Cn1c(N/N=C\c2cccc(O)c2)cc(=O)n(C)c1=O	-12	24	-6	-1	-1	15	0	0.4	3
Cc1cc(NC(=O)CCN2C(=O)C3C4C=CC(C4)C3C2=O)ccc1Br (stereo not drawn)	12	10	-3	8	0	-3	3	-1.1	1
COC(=O)Nc1sc(C)nc1-c1ccccc1	-3	5	-2	2	-4	-2	0	-2.0	2
COc1ccccc1-c1nc(N)n[nH]1	13	14	-3	6	6	-1	-3	-1.5	1

In the list so far, three contain bromine.
SMILES	proCasp7 act	VLA-4 inh	PP1 inh	proCasp3 act	Fh CTSL1 inh	JMJD2C inh	HCV core dimer	PP5 inh	GRK2 inh
CS(=O)(=O)n1nc(OC(=O)c2cc(Br)ccc2Cl)cc1N	-25	5	-3	-8	1	-1	-3	-0.1	4
Cc1ccccc1Nc1scc(-c2ccc(Br)cc2)[n+]1-c1ccccc1C	9	11	4	6	0	1	-5	2.0	0
Cc1cc(NC(=O)CCN2C(=O)C3C4C=CC(C4)C3C2=O)ccc1Br (stereo not drawn)	12	10	-3	8	0	-3	3	-1.1	1

Part of the list above in order of molar mass, high to low.
SMILES	proCasp7 act	VLA-4 inh	PP1 inh	proCasp3 act	Fh CTSL1 inh	JMJD2C inh	HCV core dimer	PP5 inh	GRK2 inh
COc1ccccc1CCc1nnc(CCC(=O)N(C)Cc2cccc3ncccc23)o1	7	6	-1	11	-1	-17	4	1.1	0
O=C(Cn1ccc(NC(=O)OCc2ccccc2)nc1=O)NCCCn1ccnc1	-2	12	-5	-4	.	-3	.	0.9	0
COc1ccc(S(=O)(=O)NC(C)C(=O)Nc2ccc3c(c2)OCO3)cc1OC (stereo not drawn)	3	-1	-5	-2	7	-1	7	1.2	5
Cc1onc(-c2c(Cl)cccc2Cl)c1C(=O)N1CCOCC1	2	-9	-2	6	6	1	12	0.7	0
CN(C)S(=O)(=O)c1cccc(C(=O)NCC2CCCCC2)c1	3	11	-2	11	1	0	-7	3.3	1
COC(=O)C(NC(=O)c1ccccc1)=C1C=C(C)OC(C)=C1	-4	9	-6	-3	5	3	-12	-0.4	2
COC(=O)Nc1sc(C)nc1-c1ccccc1	-3	5	-2	2	-4	-2	0	-2.0	2

Compound activity (PubChem BioAssay)
